Screening data as filed in PubChem.
GPR151 ag: human GPR151 activation; Q8TDV0; PathHunter beta-arrestin GPR151 cells, luminescence; activation, % at 11.2 µM; 650,000 tested, 1% active; AID 1508602; in the data active = activation above about 4.9%;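 note: 0% = median of compound wells and 100% = cells with positive control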
MITF primary: inhibitors of human MITF; O75030; 650,000 tested, 0.91% active; AlphaScreen MITF homodimerization, bead proximity signal; inhibition, % at 2.6 µM; in the data active = inhibition above about 50%;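 note: 0% = vehicle wells with protein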
FBW7 act: human FBW7 E3 ligase activation, primary screen; AlphaScreen FBW7–phospho-cyclin E peptide binding, activator screen; normalized activity (activation), % at 26.1 µM; 650,000 tested, 0.13% active; AID 1259310; in the data active = normalized activity above about 1.9%;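 note: purified mutant Fbw7 with reduced substrate affinity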
Target sequence (Q969H0 whole entry, looked up): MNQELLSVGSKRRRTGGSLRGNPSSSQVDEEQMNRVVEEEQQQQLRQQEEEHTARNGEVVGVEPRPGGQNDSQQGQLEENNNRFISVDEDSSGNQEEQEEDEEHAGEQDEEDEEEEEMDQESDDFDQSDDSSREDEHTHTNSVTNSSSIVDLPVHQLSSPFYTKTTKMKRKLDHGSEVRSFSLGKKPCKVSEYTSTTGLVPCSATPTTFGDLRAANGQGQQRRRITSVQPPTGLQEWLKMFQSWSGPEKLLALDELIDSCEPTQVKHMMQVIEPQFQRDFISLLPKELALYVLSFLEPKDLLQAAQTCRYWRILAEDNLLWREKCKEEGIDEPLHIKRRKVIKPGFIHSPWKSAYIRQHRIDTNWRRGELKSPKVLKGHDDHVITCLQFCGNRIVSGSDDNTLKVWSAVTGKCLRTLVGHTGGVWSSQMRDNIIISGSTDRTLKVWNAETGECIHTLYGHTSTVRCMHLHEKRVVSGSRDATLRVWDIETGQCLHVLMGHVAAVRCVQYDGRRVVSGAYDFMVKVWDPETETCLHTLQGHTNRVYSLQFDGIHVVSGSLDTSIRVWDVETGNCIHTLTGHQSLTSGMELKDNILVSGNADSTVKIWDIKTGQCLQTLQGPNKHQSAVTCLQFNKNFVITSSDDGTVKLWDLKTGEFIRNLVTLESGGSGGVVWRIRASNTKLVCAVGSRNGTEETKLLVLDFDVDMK
TEAD-YAP inh: TEAD-YAP interaction inhibition | HEK-TIYL cells, TEAD-Gal4/YAP UAS-luciferase luminescence | inhibition, % at 9.12 µM | 640,000 tested, 1.4% active | AID 1259422; in the data active = inhibition above about 32%;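 note: 0% = median of test compound wells and 100% = reference inhibitor wells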
* = called active by the depositor; & = joins results of further samples.

SMILES	GPR151 ag	MITF primary	FBW7 act	TEAD-YAP inh
Cc1ccc(NC(=O)N2CCC(C(=O)NCC(C)C)CC2)cc1	1.2	-4	0.0	4
O=S(=O)(NCCNS(=O)(=O)c1ccccc1)c1ccccc1	-0.5	-1	0.0	-12
CCOCCCNC(=O)CCN1N=C(c2ccccc2)CCC1=O	-0.1	1	0.2	2
CCOC(=O)CSc1nnc(NC(=O)c2ccc(C(C)(C)C)cc2)s1	-0.4	11	0.2	13
COc1ccc(N2C(=O)c3ccc(Oc4ccc([N+](=O)[O-])cc4)cc3C2=O)cc1O	1.7	1	0.4	9
COc1ccc(N2CCN(Cc3sccc3C)CC2)cc1	-0.6	38	-0.2	1
CCCCn1c(-n2nc(C)cc2C)nc2c1c(=O)n(Cc1ccc(OC)cc1)c(=O)n2C	-1.0	3	-0.1	8
O=C(NCCSCc1ccc(Cl)cc1)c1ccccc1	0.8	-3	-0.1	7
COC(=O)c1ccc(Cl)c(NC(=O)CCc2ccccc2)c1	-0.9	12	0.5	5
O=C(c1ccccc1[N+](=O)[O-])N1CCN(S(=O)(=O)Cc2ccccc2)CC1	1.8	22	0.3	4
CCOc1ccc(/C=C2\SC(=S)N(CC(=O)N(CCO)c3ccccc3)C2=O)cc1	0.6	-8	-0.1	5
NS(=O)(=O)c1cccc(-c2cc(NC(=O)C3COc4ccccc4O3)ccn2)c1 (centres undefined)	0.9	3	-0.1	-6
COc1ccc(-c2cc(=O)n(CCNC(=O)c3c(F)cccc3F)cn2)cc1	-0.1	3	0.1	-6
COC(=O)c1cccc(S(=O)(=O)N2CCC(c3nc4ccccc4o3)CC2)c1	-0.2	0	-0.1	-10
COc1cc(C2C(C#N)=C(N)N(c3ccc(C)cc3)C3=C2C(=O)CC(C)(C)C3)cc(OC)c1OC (centres undefined)	-0.2	-3	0.0	54*
COC(=O)c1ccc(CN2CCC(N(CCN(C)C)S(C)(=O)=O)CC2)cc1	1.9	10	-0.1	-13
CC1=C(C(=O)OCC(C)C)C(c2ccc(F)cc2)NC(=O)N1 (centres undefined)	-0.8	-7	-0.2	3
CC1(C)CC(=O)C=C(NCC(O)c2ccccc2)C1 (centres undefined)	-0.4&0.8	11&12	-0.1&0.0	1&2
CCOc1ccc(N=Nc2c(C)noc2C)cc1	2.2	7	0.1	7
O=C(Nc1ccc(F)c(Cl)c1)N1CCN(c2cc(-n3cccn3)ncn2)CC1	0.7	-5	-0.1	7
CC(=O)OCCCn1c(=O)c2cc3c(=O)n(CCCOC(C)=O)c(=O)c3cc2c1=O	0.8	-4	0.0	-6
COc1ccc(OC)c(NC(=O)c2c(NCc3ccc(C)o3)sc3c2CCC3)c1	-0.2	-2	0.1	-2
CC1C(=O)Nc2ccc(S(=O)(=O)Nc3ccc(Cl)cc3F)cc2NC1=O (centres undefined)	-1.2	4	0.4	4
CCCCN(CCCC)CC(O)CN(c1ccc(OC)cc1)S(=O)(=O)c1ccc(C)cc1 (centres undefined)	0.9	-6	0.0	0
COc1ccc(C2(NC(=O)c3cnn4cccnc34)CCCCC2)cc1	0.8	3	-0.2	9
COCCn1c2ccccc2n2c(=O)n(CC(=O)NC3CCCC3)nc12	-2.1	9	0.0	1
Cc1cn2c3c(=O)n(CC(N)=O)c(=O)n(C)c3nc2n1-c1ccc(Cl)cc1	5.7*	5	0.0	3
CN(CCC#N)C12CC3CCC1CC(C3)C2 (centres undefined)	0.0	15	0.0	-3
Cc1ccc(CCNC(=O)Cc2noc3ccccc23)cc1	-1.8	4	0.6	3
COc1ccc(/C=C(\C#N)C(=O)Nc2ccc(F)cc2)c(C)c1	2.6	9	-0.2	-2
Cc1cc(I)ccc1NCC(=O)N/N=C/c1cccnc1	0.6	5	-0.1	12
O=C1N[C@@H](Cc2cnc[nH]2)C(=O)N2CCN(Cc3cccc(F)c3)C[C@H]12	0.5	10	0.0	3
N#CC1=C(N)Oc2[nH]c(=O)[nH]c(=O)c2C1c1ccc([N+](=O)[O-])s1 (centres undefined)	-0.6	16	-0.1	3
O=C(CCN1C(=O)c2ccccc2C1=O)Nc1ccccc1C(=O)N1CCCC1	-0.9	2	0.2	3
CCC(=O)N1CCc2cc(S(=O)(=O)NC(C(=O)NC3CCCCC3C)C(C)C)ccc21 (centres undefined)	0.5	6	0.6	9
O=C(O)CCS(=O)(=O)Cc1ccccc1Cl	0.1	2	0.2	-4
CCS(=O)(=O)N1Cc2ccccc2CC1C(=O)Nc1ccc(Br)cc1 (centres undefined)	-1.2	-7	-0.2	-10
C/C(=N\NC(=O)Cc1cc(=O)[nH][nH]1)c1cccs1	-0.4	-2	0.1	-2
Cc1nn(CC(=O)O)c(=O)c2c1sc1ccccc12	0.1	7	0.0	-1
OCCCc1nc2n(n1)C(c1cccc(Cl)c1)C=C(c1ccccc1)N2 (centres undefined)	-1.4	17	0.1	2
CCCCNc1ncnc2c1c(-c1ccccc1)cn2-c1cccc(C)c1	-1.2	-7	0.0	-1
CCCCOC(=O)C1=C(C)NC(=S)NC1c1ccccc1OC (centres undefined)	0.1	2	-0.1	9
Cc1cc(OCC(=O)N2CCOCC2)cc2oc(=O)c3ccccc3c12	-0.1	12	0.1	18
COc1ccc2nc(N3CCC(NCc4ccc(F)cc4)CC3)nc(C)c2c1	-0.4	7	0.8	-1
COc1cccc(C2CC(=O)N3C(=C2C#N)SCC3(O)c2ccc(C)cc2)c1OC (centres undefined)	0.2	14	0.1	-1
O=C(C(Cl)Cl)N1CCN(c2ccccc2F)CC1	1.1	10	-0.1	18
CC1CCCCC12NC(=O)N(Cc1ccc(F)cc1Cl)C2=O (centres undefined)	0.1	-1	0.1	-8
Cc1sc(NC2=NS(=O)(=O)c3ccccc32)nc1-c1ccccc1	-0.5	-10	0.0	-36
CCCCCCSc1nc(N)c2c3c(sc2n1)CC(C(C)(C)C)CC3 (centres undefined)	0.5	11	0.1	-9
COc1ccccc1Cn1c(=S)[nH]c2cc(C(=O)NCc3ccc(C)cc3)ccc2c1=O	-0.6	29	-0.1	3
O=C1N[C@@H](CO)C(=O)N2C[C@@H](NCc3ccccc3F)C[C@@H]12	-0.4	9	0.0	4
O=C(Cn1c(=O)c2c(ncn2C2CCCC2)n(Cc2ccccc2)c1=O)Nc1ccccc1	-0.3	6	0.0	-9
CC(=O)N1CCc2cc(S(=O)(=O)NC(CC(C)C)C(=O)Nc3ccccc3C)ccc21 (centres undefined)	1.3	-5	0.2	-1
Oc1ccc2ccccc2c1/C=N/Nc1nccnc1Cl	-2.0	24	0.0	-26
CCOC(=O)c1c(C)nn(-c2ccc(=O)[nH]n2)c1C	-0.9	5	0.0	-16
O=C(NCc1cnn(-c2ccccc2)n1)C1CC(Cc2ccc3c(c2)OCO3)=NO1 (centres undefined)	2.0	-4	0.3	-13
NS(=O)(=O)c1ccc(NC(=O)CCCOc2ccc(Cl)cc2)cc1	1.5	-4	-0.1	2
Cc1ccc(C(=O)N2CCCC(C)C2)cc1[N+](=O)[O-] (centres undefined)	-1.4	8	-0.1	0
CCN(CC)C(=O)C1CCCN(Cc2ccc(OC)c(O)c2)C1 (centres undefined)	0.6	29	-0.2	0
CCCCC1CCC(c2nc(Cc3ccccc3)no2)CC1 (centres undefined)	-1.5	-8	-0.1	7

Sorted by number of heavy atoms (ascending): some entries from above.
SMILES	GPR151 ag	MITF primary	FBW7 act	TEAD-YAP inh
O=C(O)CCS(=O)(=O)Cc1ccccc1Cl	0.1	2	0.2	-4
C/C(=N\NC(=O)Cc1cc(=O)[nH][nH]1)c1cccs1	-0.4	-2	0.1	-2
O=C(NCCSCc1ccc(Cl)cc1)c1ccccc1	0.8	-3	-0.1	7
Oc1ccc2ccccc2c1/C=N/Nc1nccnc1Cl	-2.0	24	0.0	-26
Cc1ccc(CCNC(=O)Cc2noc3ccccc23)cc1	-1.8	4	0.6	3
CCCCOC(=O)C1=C(C)NC(=S)NC1c1ccccc1OC (centres undefined)	0.1	2	-0.1	9
NS(=O)(=O)c1ccc(NC(=O)CCCOc2ccc(Cl)cc2)cc1	1.5	-4	-0.1	2
CCCCCCSc1nc(N)c2c3c(sc2n1)CC(C(C)(C)C)CC3 (centres undefined)	0.5	11	0.1	-9
Cc1cn2c3c(=O)n(CC(N)=O)c(=O)n(C)c3nc2n1-c1ccc(Cl)cc1	5.7*	5	0.0	3
COC(=O)c1cccc(S(=O)(=O)N2CCC(c3nc4ccccc4o3)CC2)c1	-0.2	0	-0.1	-10
O=C(NCc1cnn(-c2ccccc2)n1)C1CC(Cc2ccc3c(c2)OCO3)=NO1 (centres undefined)	2.0	-4	0.3	-13
COc1ccccc1Cn1c(=S)[nH]c2cc(C(=O)NCc3ccc(C)cc3)ccc2c1=O	-0.6	29	-0.1	3
O=C(Cn1c(=O)c2c(ncn2C2CCCC2)n(Cc2ccccc2)c1=O)Nc1ccccc1	-0.3	6	0.0	-9

(next part)
SMILES	GPR151 ag	MITF primary	FBW7 act	TEAD-YAP inh
C=CCC(O)(CC=C)CNC(=O)CCc1nnc(CCc2c[nH]c3ccccc23)o1	2.6	8	0.3	4
CCN1C(=O)CC(CC(=O)N2C[C@H]3C[C@@H](C2)c2cccc(=O)n2C3)(c2ccccc2C)C1=O (some centres undefined)	1.2	-4	0.0	0
CN(CC(=O)Nc1ccc(F)cc1)C(=O)CSc1nnc(-c2ccc3c(c2)OCO3)o1	1.4	6	0.1	-11
CC1CCCC(NC(=O)CSc2nc(N)cc(=O)[nH]2)C1C (centres undefined)	-0.8	-2	-0.2	6
Cc1c(C(=O)Nc2cccc(F)c2)sc2ncn(CC(=O)N3CCCC(C)C3)c(=O)c12 (centres undefined)	0.0	11	-0.1	7
CN(C(=O)c1ccc(Sc2ccccc2Cl)c([N+](=O)[O-])c1)C1CCCCC1	-0.9	-1	-0.2	0
COCCNC(=O)CS(=O)Cc1nc(-c2ccc(C)cc2)oc1C (centres undefined)	-0.5	17	0.1	4
O=C(CCC(=O)OCC(=O)c1ccc(Br)cc1)Nc1cc(C(F)(F)F)ccc1Cl	-0.2	-20	0.0	6
Cc1ccc(-c2cn(-c3ccc(F)cc3)c(SCC(=O)Nc3ccccc3)n2)cc1	-1.0	-8	0.0	-10
Cc1c(C(=O)Nc2cc(Oc3ccccc3)cc([N+](=O)[O-])c2)c(-c2ccccc2)nn1-c1ccccc1	-0.2	3	-0.1	-1
CCO/C=C1\N=C(c2ccc([N+](=O)[O-])cc2)OC1=O	0.2	14	0.2	-14
O=C(COc1ccccc1[N+](=O)[O-])Nc1ccccc1Cl	-0.1	18	0.0	-49
CC(=O)Nc1nonc1-c1nc2ccccc2n1CCCC#N	-0.5	15	0.1	-6
CCOC(=O)C1=C(C)OC(N)=C(C#N)C1c1cccc(OCc2ccccc2)c1 (centres undefined)	-0.1	-1	-0.2	-19
O=C(CCc1nnc(COc2ccccc2)o1)N1CCCC(OCc2cccnc2)C1 (centres undefined)	1.0	4	-0.2	-15
O=C(NCCCO)/C(=N\O)c1ccccc1	-0.3	-7	0.0	-4
COC(=O)c1ccc(CC2CCCC2=O)o1 (centres undefined)	0.0	3	-0.2	-1
O=C(CC1C(=O)NCCN1Cc1ccc2ccccc2c1)NCc1ccccc1 (centres undefined)	-1.6	-10	0.3	3
CC(=O)C(=Cc1ccc(N2CCC(c3ccccc3)=N2)cc1)C(C)=O	-3.1	8	0.7	22
NS(=O)(=O)c1ccc(N/N=C/c2cccc(Cl)c2)c([N+](=O)[O-])c1	0.9	2	0.0	-5
O=C(c1ccccc1)N1CCN(CN2C(=O)NC3(CCCC3)C2=O)CC1	-1.5	-6	0.1	-4
CC(C)C[C@H]1C(=O)N2CCN(C(=O)OCc3ccccc3)C[C@@H]2C(=O)N1C	0.0	10	0.1	8
NC(=O)c1ccc(-c2ccc(C(=O)NCc3nc4ccccc4[nH]3)s2)cc1	1.9	13	0.1	-6
OCC1CCN(C2CCCN(Cc3nc(-c4ccccc4)no3)C2)CC1 (centres undefined)	3.3	8	0.0	2
COc1ccc(CNS(=O)(=O)c2ccc(F)c(C(=O)Nc3cc(Cl)ccc3OC)c2)cc1	0.8	11	1.0	10
Cn1c(Br)nc2c1c(=O)[nH]c(=O)n2C	-1.3	13	1.2	1
O=c1/c(=C/c2cn(Cc3c(F)cccc3Cl)c3ccccc23)sc2nc3ccccc3n12	-0.1	12	0.0	6
CCNC(=O)c1cc2c(=O)n3cccc(C)c3nc2n(CC2CCCO2)c1=N (centres undefined)	0.2	7	0.1	5
Cc1ccc(NC(=O)COC(=O)CSc2nc(-c3ccccc3)cc(-c3ccccc3)n2)cc1	2.7	-72	-0.2	7
COc1ccc2nc3c(cc2c1)CN(Cc1ccco1)C(=O)CO3	-0.1	-15	-0.1	-10
CC(NC(=O)Cn1nc(C(=O)N2CCN(C)CC2)cc1-c1cccs1)c1ccccc1 (centres undefined)	1.8	4	0.0	2
CCOc1cccc2cc(C(=O)Nc3sc4c(c3-c3nc5ccccc5s3)CCN(C)C4)oc12	-0.1	-20	0.7	-1
O=C(COc1ccc(Cl)cc1Cl)N1CCCCCC1	-2.0	13	0.1	-25
CCCn1c(Br)nc2c1c(=O)[nH]c(=O)n2C	-0.3	-3	-0.1	6
CC1(C)Cc2c(ccc3ccccc23)CN1C(=O)c1ccc(Br)cc1	-0.5	4	-0.1	-3
O=C1C2C3c4ccccc4C(c4ccccc43)C2C(=O)N1CN1CCOCC1 (centres undefined)	2.4	-4	0.1	7
Cc1ccc(C(=O)NCCc2ccc(S(N)(=O)=O)cc2)c(NCc2cccnc2)n1	1.0	0	0.9	-13
Cc1ncc(CN2CCCCC2)c(N)n1	-1.4	14	0.1	8

Rows are unselected; overall some 3.4% were active at least once.
